Screens: PubChem BioAssay, several laboratories
AI-2 QS modul = modulators of Vibrio harveyi AI-2 quorum sensing system; activity change, % at 7.5 µM; Vibrio harveyi JMH597 AI-2 luminescence/OD600 ratio, 9 h; stronger effect = lower value; strain lacks LuxN and CqsS sensors; 0 = neutral-control median; hit rate 0.4% among 300,000; in the data active = activity change below about -75%, passing the limit was not always enough;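 also: luminescence divided by OD600 gain over 9 h not by final OD600 alone; inactives centre near 13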
HSF-1 act = increases HSF-1 driven luciferase reporter signal; activation, % at 9 µM; NIH3T3-HGL HSF-1 luciferase reporter, MG132, 8 h; 100% = twice DMSO control signal; hit rate 1.7% among 300,000; AID 504408;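 active = mean replicate activation of at least 50% with a set share of replicates each reaching 50%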;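 also: 0% = median of the neutral control wells and 100% = twice that signal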
GSK3beta inhib = human GSK3beta kinase inhibition; activity score (negative = inhibition), % at 10 µM; hit rate 0.038% among 300,000; AID 2097; GST-GSK3beta kinase, ADP-Glo luminescence, 60 min; stronger effect = lower value;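 active = more than half of replicate wells score below -50%, meaning over 50% inhibition versus plate controls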;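 also: 0% = median DMSO wells and -100% = median GW8510 positive control wells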
Target sequence (P49841 whole entry, looked up): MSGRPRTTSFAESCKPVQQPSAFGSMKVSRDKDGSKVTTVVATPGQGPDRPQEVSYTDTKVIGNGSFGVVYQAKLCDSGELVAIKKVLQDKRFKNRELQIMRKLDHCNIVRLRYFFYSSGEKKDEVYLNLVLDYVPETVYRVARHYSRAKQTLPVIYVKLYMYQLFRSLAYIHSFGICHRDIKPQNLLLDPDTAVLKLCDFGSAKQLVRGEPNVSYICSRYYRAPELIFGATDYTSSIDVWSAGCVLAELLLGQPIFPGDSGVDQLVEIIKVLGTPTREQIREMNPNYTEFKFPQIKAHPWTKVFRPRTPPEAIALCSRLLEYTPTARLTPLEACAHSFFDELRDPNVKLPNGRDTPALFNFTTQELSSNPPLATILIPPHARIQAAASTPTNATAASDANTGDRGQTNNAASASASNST
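Assay system: GST-fused GSK3beta enzyme, cell-free / Medium: Tris pH 7.5 buffer with MgCl2, DTT, BSA, heparin / Also added: peptide substrate plus 25 µM ATP (final) / Compound: 10 µM single point / Timing: kinase reaction with compound 60 min at room temperature / Detection: ADP-Glo luminescence / Benchmarks: DMSO neutral wells and GW8510 at 20 µM as positive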
PolyA inhibitor = blocks polyadenylation in yeast reporter cells; S. cerevisiae SKY197-pL101 polyadenylation reporter, beta-gal luminescence; efflux-impaired pdr1/pdr3 knockout yeast; score 100 = 6 SD above DMSO; calls only at 12 µM; hit rate 0.02% among 300,000; AID 1875;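 active = lowest replicate activity score at least 50, where 100 means six control SD above control mean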;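 also: yeast exposed to compound for 9 h at 30 °C; higher score means more reporter readthrough which indicates perturbed polyadenylation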
aSyn 5UTR inh = 5' untranslated region of α-synuclein, MLPCN primary screen; alpha-synuclein 5'UTR reporter, inhibitor activity; inhibition, % (tested at 7.5 µM); hit rate 0.82% among 300,000; in the data active = inhibition above about 60%;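 also: H4 neuroglioblastoma cells stably carrying SNCA 5'UTR luciferase fusion; 0% = DMSO wells and 100% = positive control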
KLF5 inh = inhibitors of KLF5 expression; inhibition, % at 5 µM; DLD-1 KLF5 promoter-luciferase reporter, luminescence; AID 1700; hit rate 0.23% among 290,000;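 active = inhibition above a per-plate limit of that plate's mean compound inhibition plus 3 SD, cut at about 60% in these data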;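 also: 0% = DMSO wells and 100% = LY294002 at 200 µM; higher means less KLF5 promoter-driven luciferase light; inactives centre near -14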
IEC-6 cytotox = IEC-6 cytotoxicity, counter-screen for KLF5 inhibitors. AID 1825. luminescence viability. inhibition, % at 5 µM. hit rate 0.78% among 290,000; in the data active = inhibition above about 22%;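 also: 0% = plate median of test compound wells and 100% = cytotoxic reference compound wells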
GSK3 alpha inh = inhibitors of human GSK-3 alpha kinase; P49840; ADP-Glo luminescence, 60 min; inhibition, % at 10 µM; hit rate 0.1% among 320,000;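 in the data active = inhibition above about 50%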;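 also: GST-tagged GSK-3 alpha with peptide substrate and 25 µM ATP; 0% = DMSO neutral wells and 100% = GW8510 positive control wells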
Target sequence (P49840 whole entry, looked up): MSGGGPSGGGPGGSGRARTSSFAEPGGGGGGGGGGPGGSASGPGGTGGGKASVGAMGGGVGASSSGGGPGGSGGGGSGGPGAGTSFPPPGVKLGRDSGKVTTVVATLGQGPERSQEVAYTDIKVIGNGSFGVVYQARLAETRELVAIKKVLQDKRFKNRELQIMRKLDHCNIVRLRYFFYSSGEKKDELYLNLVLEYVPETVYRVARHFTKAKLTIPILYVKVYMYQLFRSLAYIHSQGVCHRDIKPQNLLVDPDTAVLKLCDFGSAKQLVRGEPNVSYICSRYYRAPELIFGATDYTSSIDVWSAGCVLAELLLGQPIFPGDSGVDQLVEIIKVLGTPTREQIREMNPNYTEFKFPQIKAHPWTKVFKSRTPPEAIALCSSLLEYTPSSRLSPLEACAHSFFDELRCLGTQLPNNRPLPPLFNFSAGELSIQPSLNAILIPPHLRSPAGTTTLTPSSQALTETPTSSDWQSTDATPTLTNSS
HSF1 inhib = HSF1 inhibition. hit rate 0.77% among 300,000. activity change, negative = inhibition, % at 7.5 µM (by protocol). NIH3T3-HGL HSE-luciferase, MG132-induced, luminescence 8 h; stronger effect = lower value;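 active = more than half of replicate wells show activity change below -50%, luminescence cut by over half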;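 also: luciferase reports HSF-1 transcriptional activity via heat shock element; 0% = median of DMSO wells and -100% = zero luminescence signal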
HSP90 refold inh = inhibitors of HSP90 luciferase refolding in rabbit reticulocyte lysate; luciferase refolding luminescence, 3 h; inhibition, % at 5.6 µM; hit rate 0.91% among 290,000;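 active = inhibition above the screen-wide mean plus 3 SD, computed separately per campaign, cut at about 16% in these data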;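 also: 0% = DMSO wells and 100% = 60 µM geldanamycin wells; inhibitors lower the luminescence because luciferase stays unfolded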
* marks the source's active call; other numbers are inactive results. The list is partial (hit frequency here may not be typical).

Screening Cc1ccc(-c2cc(-c3cccc(F)c3)n[nH]2)c(O)c1 returned AI-2 QS modul -6, HSF-1 act 37, GSK3beta inhib -1, PolyA inhibitor inactive, aSyn 5UTR inh -154, KLF5 inh -165, IEC-6 cytotox -9, GSK3 alpha inh -5, HSF1 inhib 10 and HSP90 refold inh -3.
`COCCOC(=O)C(C#N)c1nc2ccccc2nc1N1CCCC1` (stereo unspecified) gave AI-2 QS modul 21, HSF-1 act 10, GSK3beta inhib 3, PolyA inhibitor inactive, aSyn 5UTR inh -2, KLF5 inh -13, IEC-6 cytotox 5, GSK3 alpha inh -2, HSF1 inhib 0 and HSP90 refold inh -4.
Screening O=C1N(Cc2cccc(Cl)c2)C[C@@H]2C[C@@H](c3ccsc3)N3CCC[C@@]123 returned AI-2 QS modul 13, HSF-1 act 8, GSK3beta inhib 1, PolyA inhibitor inactive, aSyn 5UTR inh -16, KLF5 inh -8, IEC-6 cytotox -1, GSK3 alpha inh 0, HSF1 inhib 7 and HSP90 refold inh 0.
For CC1(C)CC(=O)C(C(=O)/C=C/NCCc2ccccc2)C(=O)C1 the results were AI-2 QS modul 24, HSF-1 act 39, GSK3beta inhib -5, PolyA inhibitor inactive, aSyn 5UTR inh 1, KLF5 inh -32, IEC-6 cytotox 0, GSK3 alpha inh -2, HSF1 inhib 13 and HSP90 refold inh -1.
For C=CCSc1nc2c(C(=O)OCC)nnn2c2ccccc12 the results were AI-2 QS modul 14, HSF-1 act 4, GSK3beta inhib -3, PolyA inhibitor inactive, aSyn 5UTR inh 44, KLF5 inh -20, IEC-6 cytotox 4, GSK3 alpha inh 0, HSF1 inhib 1 and HSP90 refold inh 3.
For Cc1cc(C)nc(SCc2nnc(SCc3ccccc3Cl)o2)n1 the results were AI-2 QS modul 27, HSF-1 act 13, GSK3beta inhib 0, PolyA inhibitor inactive, aSyn 5UTR inh 21, KLF5 inh -30, IEC-6 cytotox 0, GSK3 alpha inh -1, HSF1 inhib 0 and HSP90 refold inh 4.
`CCOC(=O)N1CCN(C(=O)COc2ccc(S(=O)(=O)NCC(C)C)cc2C)CC1` gave AI-2 QS modul 31, HSF-1 act 6, GSK3beta inhib 0, PolyA inhibitor inactive, aSyn 5UTR inh 21, KLF5 inh 3, IEC-6 cytotox 6, GSK3 alpha inh 0, HSF1 inhib 5 and HSP90 refold inh 4.
`COc1ccccc1[C@@H]1C(c2ccc(F)cc2)=NN(c2ccccc2)[C@H]1C(=O)N1CCOC1=O` gave AI-2 QS modul 26, HSF-1 act 9, GSK3beta inhib 1, PolyA inhibitor inactive, aSyn 5UTR inh -10, KLF5 inh -4, IEC-6 cytotox 3, GSK3 alpha inh 1, HSF1 inhib 11 and HSP90 refold inh 8.
For COc1ccc2nc(Nc3ccccc3OC)sc2c1 the results were AI-2 QS modul 12, HSF-1 act 73*, GSK3beta inhib -5, PolyA inhibitor inactive, aSyn 5UTR inh -154, KLF5 inh -136, IEC-6 cytotox 6, GSK3 alpha inh 0, HSF1 inhib 30 and HSP90 refold inh 4.
`CC(C)(C)c1ccc(-c2c(C(=O)O)c(C(=O)O)c3n2CSC3)cc1` gave AI-2 QS modul 35, HSF-1 act 15, GSK3beta inhib 3, PolyA inhibitor inactive, aSyn 5UTR inh -20, KLF5 inh 2, IEC-6 cytotox 1, GSK3 alpha inh -1, HSF1 inhib -6 and HSP90 refold inh 1.
Screening O=C(c1ccc(Cl)cc1[N+](=O)[O-])N(Cc1ccccc1)Cc1ccccc1 returned AI-2 QS modul 25, HSF-1 act -3, GSK3beta inhib 3, PolyA inhibitor inactive, aSyn 5UTR inh -8, KLF5 inh 8, IEC-6 cytotox 8, GSK3 alpha inh -2, HSF1 inhib -1 and HSP90 refold inh 3.
`Cc1ccccc1C(=O)Nc1nc2n(n1)C(c1ccccc1)CC(=O)N2` (stereo unspecified) gave AI-2 QS modul 16, HSF-1 act 6, GSK3beta inhib 2, PolyA inhibitor inactive, aSyn 5UTR inh 9, KLF5 inh 10, IEC-6 cytotox -4, GSK3 alpha inh 0, HSF1 inhib 11 and HSP90 refold inh 1.
Screening COC(=O)C1CC(O)CN1C(=O)NC1CCCCC1 (stereo unspecified) returned AI-2 QS modul 18, HSF-1 act 4, GSK3beta inhib -3, PolyA inhibitor inactive, aSyn 5UTR inh -2, KLF5 inh 14, IEC-6 cytotox 0, GSK3 alpha inh -1, HSF1 inhib -3 and HSP90 refold inh 0.
Screening O=C(O)c1ccc(S(=O)(=O)NCC2CCCCC2)cc1 returned AI-2 QS modul 20, HSF-1 act -3, GSK3beta inhib 0, PolyA inhibitor inactive, aSyn 5UTR inh 4, KLF5 inh -14, IEC-6 cytotox 0, GSK3 alpha inh -1, HSF1 inhib -6 and HSP90 refold inh 2.
`CN(c1ccc(O)cc1)c1nc(-c2ccccc2)cs1` gave KLF5 inh -162, IEC-6 cytotox 7, GSK3 alpha inh 1 and HSP90 refold inh -2.
COc1ccc(CC(=O)Oc2ccc(C)cc2Br)cc1S(=O)(=O)N1CCOCC1 was read as AI-2 QS modul 6, HSF-1 act 26, GSK3beta inhib -1, PolyA inhibitor inactive, aSyn 5UTR inh 6, GSK3 alpha inh -1 and HSF1 inhib 10.
`CCOCCCNC(=O)CN1C(=O)CSc2ccccc21` gave AI-2 QS modul 7, HSF-1 act 0, GSK3beta inhib 1, PolyA inhibitor inactive, aSyn 5UTR inh -1, KLF5 inh -26, IEC-6 cytotox -7, GSK3 alpha inh -1, HSF1 inhib -3 and HSP90 refold inh 0.
`CCOC(=O)Cn1c(=O)c2c(nc(N3CCCCC3)n2Cc2ccccc2)n(C)c1=O` gave KLF5 inh -10, IEC-6 cytotox -2, GSK3 alpha inh 0 and HSP90 refold inh 1.
CC(=O)Cn1cnc2c(cnn2-c2ccccc2)c1=O was read as AI-2 QS modul 11, HSF-1 act 15, GSK3beta inhib -2, PolyA inhibitor inactive, aSyn 5UTR inh -40, KLF5 inh -34, IEC-6 cytotox 1, GSK3 alpha inh -1, HSF1 inhib -3 and HSP90 refold inh 0.
For CCCC1=[N+](CC(=O)c2ccccc2)CCn2cccc21 the results were AI-2 QS modul 25, HSF-1 act 30, GSK3beta inhib 2, PolyA inhibitor inactive, aSyn 5UTR inh -72, KLF5 inh -2, IEC-6 cytotox -2, GSK3 alpha inh 1, HSF1 inhib 2 and HSP90 refold inh 4.
Screening Cc1ccc(NCCC(=O)c2ccc(Br)cc2)cc1 returned AI-2 QS modul -29, HSF-1 act -4, GSK3beta inhib -1, PolyA inhibitor inactive, aSyn 5UTR inh -60, KLF5 inh -11, IEC-6 cytotox 6, GSK3 alpha inh -3, HSF1 inhib -2 and HSP90 refold inh -4.
Cc1ccc(S(=O)(=O)NCCC(=O)N2CCCCCC2)cc1 was read as AI-2 QS modul 18, HSF-1 act 16, GSK3beta inhib -1, PolyA inhibitor inactive, aSyn 5UTR inh 10, GSK3 alpha inh 0 and HSF1 inhib 2.
Screening O=C(O)c1cccc(N2C(=O)c3cccnc3C2=O)c1 returned AI-2 QS modul 5, HSF-1 act -1, GSK3beta inhib 2, PolyA inhibitor inactive, aSyn 5UTR inh -3, KLF5 inh -3, IEC-6 cytotox 0, GSK3 alpha inh 1, HSF1 inhib -5 and HSP90 refold inh -1.
COC(=O)c1cc(N=CC2=C(O)CC(C)(C)CC2=O)cc(C(=O)OC)c1 was read as AI-2 QS modul 10, HSF-1 act 3, GSK3beta inhib 2, PolyA inhibitor inactive, aSyn 5UTR inh 14, KLF5 inh -15, IEC-6 cytotox 5, GSK3 alpha inh 0, HSF1 inhib 3 and HSP90 refold inh 1.
`Cc1ccccc1C(=O)N/N=C1/SCC(=O)N1Cc1ccc2c(c1)OCO2` gave AI-2 QS modul 9, HSF-1 act 18, GSK3beta inhib 0, PolyA inhibitor inactive, aSyn 5UTR inh 8, KLF5 inh -1, IEC-6 cytotox -6, GSK3 alpha inh 2, HSF1 inhib 14 and HSP90 refold inh -4.
For Cc1ccc2cc(C(c3nnnn3C3CCCC3)N(Cc3ccccc3)Cc3ccco3)c(=O)[nH]c2c1 (stereo unspecified) the results were AI-2 QS modul 26, HSF-1 act 14, GSK3beta inhib 0, PolyA inhibitor inactive, aSyn 5UTR inh 24, KLF5 inh 10, IEC-6 cytotox 3, GSK3 alpha inh -4, HSF1 inhib 5 and HSP90 refold inh -1.
`Cc1ccccc1C(=O)N1CCC(C(N)=O)CC1` gave AI-2 QS modul 27, HSF-1 act 5, GSK3beta inhib 2, PolyA inhibitor inactive, aSyn 5UTR inh 14, KLF5 inh 6, IEC-6 cytotox -1, GSK3 alpha inh -4, HSF1 inhib -7 and HSP90 refold inh 7.
`COc1cc(C2C(C(C)=O)=C(O)C(=O)N2CCN2CCOCC2)ccc1O` (stereo unspecified) gave AI-2 QS modul 25, HSF-1 act -11, GSK3beta inhib -2, PolyA inhibitor inactive, aSyn 5UTR inh -7, KLF5 inh -17, IEC-6 cytotox -1, GSK3 alpha inh -5, HSF1 inhib -5 and HSP90 refold inh 0.
`COc1cccc(NC(=O)C2CCN(S(=O)(=O)c3ccc4c(c3)OCCO4)CC2)c1` gave AI-2 QS modul 15, HSF-1 act -4, GSK3beta inhib 4, PolyA inhibitor inactive, aSyn 5UTR inh -15, KLF5 inh -33, IEC-6 cytotox 1, GSK3 alpha inh -1, HSF1 inhib 1 and HSP90 refold inh 4.
Screening CCc1nnc(NC(=O)c2cccc(S(=O)(=O)N3CCc4ccccc43)c2)s1 returned AI-2 QS modul 20, GSK3beta inhib -3, PolyA inhibitor inactive, aSyn 5UTR inh -16, KLF5 inh -7, IEC-6 cytotox 0, GSK3 alpha inh -1 and HSP90 refold inh 2.
Screening CCOC(=O)NNC(=O)NCCCCCCNC(=O)NNC(=O)OCC returned AI-2 QS modul 5, HSF-1 act 1, GSK3beta inhib -1, PolyA inhibitor inactive, aSyn 5UTR inh 2, KLF5 inh -22, IEC-6 cytotox -3, GSK3 alpha inh -1, HSF1 inhib -6 and HSP90 refold inh -2.
COc1ccc2ncc(OC(C)=O)cc2c1 was read as AI-2 QS modul 8, HSF-1 act 2, GSK3beta inhib 1, PolyA inhibitor inactive, aSyn 5UTR inh -9, KLF5 inh -31, IEC-6 cytotox -2, GSK3 alpha inh -1, HSF1 inhib -1 and HSP90 refold inh 1.
For Cc1ccc(C(=O)c2ccccc2C(=O)OCC(=O)NC(C)(C)C)cc1 the results were AI-2 QS modul 10, HSF-1 act 1, GSK3beta inhib -1, PolyA inhibitor inactive, aSyn 5UTR inh 1, KLF5 inh 3, IEC-6 cytotox 2, GSK3 alpha inh -2, HSF1 inhib 8 and HSP90 refold inh 2.
